Source: PubChem (several laboratories)
TRPM1 prom inh = MITF TRPM1 promoter inhibition in SK-MEL-5 cells. inhibition, % at 12.5 µM. AID 488899. SK-MEL-5 TRPM1 promoter luciferase, 24 h. 330,000 tested, 0.83% active;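 active = mean inhibition across replicates of 60% or more, whatever share of single replicates reaches that level; inconclusive = some that reach 60%, reason not given; inactive = mean inhibition across replicates below 60%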; also: values of inactives mirror those of a sister screen read the other way
Exocytosis inh = blocks lytic granule exocytosis. TALL-104 LAMP-1 surface exposure, flow cytometry; cells stimulated with thapsigargin and PMA. inhibition, % at 10 µM. 360,000 tested, 0.66% active;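 active = inhibition above about 55%, limit read from the data; inconclusive = no clear call, values can overlap the other calls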
NR2E3 ag-1 = activates human photoreceptor nuclear receptor NR2E3; GST-NR2E3/biotin-RetCOR TR-FRET, 1536-well; Q9Y5X4; inhibition of corepressor binding, % at 4.78 µM; AID 2300; 320,000 tested, 0.12% active;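 active = percent inhibition above the cutoff of mean plus 3 SD of all tested compounds, set per screening campaign, cut at about 20% in these data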;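 also: 0% = DMSO wells and 100% = biotin wells as full block of FRET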
Target sequence (Q9Y5X4 whole entry, looked up): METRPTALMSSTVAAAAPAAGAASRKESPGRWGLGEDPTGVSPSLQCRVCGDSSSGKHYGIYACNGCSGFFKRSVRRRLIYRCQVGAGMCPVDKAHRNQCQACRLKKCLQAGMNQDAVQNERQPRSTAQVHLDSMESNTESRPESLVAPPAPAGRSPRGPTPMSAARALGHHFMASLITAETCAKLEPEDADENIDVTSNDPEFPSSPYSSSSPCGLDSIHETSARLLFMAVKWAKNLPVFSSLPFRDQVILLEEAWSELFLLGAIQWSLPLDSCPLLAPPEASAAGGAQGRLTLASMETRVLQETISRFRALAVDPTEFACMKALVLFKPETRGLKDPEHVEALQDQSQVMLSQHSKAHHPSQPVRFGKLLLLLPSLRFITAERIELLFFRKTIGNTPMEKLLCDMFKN
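Material: NR2E3–RetCOR corepressor complex / Incubation: Compound–protein incubation for 5 h at 4 °C / Dosing: compound at 4.8 µM, single dose / Detection: time-resolved FRET / Benchmarks: high control biotin, low control 0.6% DMSO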
PDI turbidity = PDI (human) enzyme inhibition. P07237. PDI insulin aggregation turbidity, A650, 90 min. inhibition, % at 10 µM. 350,000 tested, 0.052% active. AID 588391;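 active = mean inhibition across replicates of 30% or more, whatever share of single replicates reach that level; inconclusive = mean inhibition below 30% while every single replicate reaches 30%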;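 also: absorbance from insulin aggregation driven by PDI reduction with DTT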
Target sequence (P07237 whole entry, looked up): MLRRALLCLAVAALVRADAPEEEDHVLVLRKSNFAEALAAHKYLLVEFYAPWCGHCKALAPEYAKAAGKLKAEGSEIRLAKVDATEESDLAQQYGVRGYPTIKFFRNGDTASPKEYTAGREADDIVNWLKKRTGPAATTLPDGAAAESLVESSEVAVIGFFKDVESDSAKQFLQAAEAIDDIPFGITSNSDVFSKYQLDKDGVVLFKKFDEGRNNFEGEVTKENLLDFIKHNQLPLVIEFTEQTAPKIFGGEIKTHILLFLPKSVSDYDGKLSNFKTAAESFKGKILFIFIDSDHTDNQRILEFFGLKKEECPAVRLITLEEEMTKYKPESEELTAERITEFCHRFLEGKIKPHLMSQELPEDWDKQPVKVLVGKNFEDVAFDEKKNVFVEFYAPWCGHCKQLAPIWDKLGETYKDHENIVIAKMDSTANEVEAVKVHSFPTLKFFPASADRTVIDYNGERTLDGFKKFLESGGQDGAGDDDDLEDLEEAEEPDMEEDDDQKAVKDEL
NR2E3 ag-2 = agonists of human NR2E3 nuclear receptor | inhibition of corepressor binding, % at 3.98 µM | Q9Y5X4 | 360,000 tested, 0.35% active | CHO-S Gal4-NCOR/VP16-NR2E3 two-hybrid, luciferase | AID 602229;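 active = inhibition above the mean of all tested compounds plus 3 SD, cut at about 70% in these data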;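 also: 0% = DMSO with NR2E3 transfected cells and 100% = cells lacking NR2E3 construct; higher means lower luciferase signal from less NR2E3 corepressor binding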
aDG glyco up = increases alpha dystroglycan glycosylation; Pro5-aDG cells, alpha-DG glycosylation AlphaScreen (IIH6); 0% Pro5, 100% B10-LARGE cell signal; activation, % at 10 µM; 360,000 tested, 0.22% active; AID 624168;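 active = activation of at least 8% versus controls, or a plate z-score of at least 8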;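 also: Pro5 are CHO cells carrying HIG-tagged alpha-DG that lacks glycosylation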
iPSC survival up = enhancers of human iPSC single-cell survival; survival enhancement, % at 20 µM; AID 602274; hiPSC single-cell survival, ATPlite luminescence; 100% = ROCK inhibitor wells, 0% = DMSO; 360,000 tested, 0.044% active; in the data active = survival enhancement above about 18%;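 also: cells exposed to compounds for 16 hours before the ATP read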
HIF-2a inh = HIF-2a inhibition | AID 624352 | 786-0 RCC cells HIF-2a reporter, luciferase luminescence, overnight | 360,000 tested, 0.72% active | inhibition, % at 18.8 µM;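 active = inhibition of the luminescence signal of 40% or more relative to plate controls, in a single-dose primary screen at 18.75 µM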
CaV13 FRET inh = Disruptors of the CACNA1D IQ motif to Ca2+-dependent inactivation inhibitor domain association, primary screening, Förster resonance energy transfer in intact living … | 340,000 tested, 0.098% active | HEK cells, CFP/YFP FRET ICDI-IQ, plate reader, 10 min; percent FRET-ratio fall versus neutral wells | inhibition, % at 12.3 µM;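 active = mean replicate inhibition of at least 30% and at least 1% of replicates passing that level; inconclusive = only one of the two criteria is met; inactive = neither criterion is met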;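 also: 0% = median of the neutral control wells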
Peg3 promoter = reduces Peg3 promoter-driven luciferase expression in HeLa | inhibition, % at 20 µM | HeLa PEG-Prom luciferase reporter, luminescence, overnight | 360,000 tested, 1.7% active;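 active = inhibition of at least 50% at 20 µM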
Vif inh = HIV Vif inhibition | inhibition, % at 7.49 µM | AID 602346 | 340,000 tested, 0.35% active | HEK293T cells, Vif self-association by quenched fluorescence, imaging, 24 h; in the data active = inhibition above about 50%, passing the limit was not always enough; inconclusive = no clear call, values can overlap the other calls; inactive = below about 31%; also: some results filed as inactive read as strong as hits
Active calls of the source: *; ? = inconclusive; / = no result given.

Sample of the layout, 3 compounds:
SMILES	TRPM1 prom inh	Exocytosis inh	NR2E3 ag-1	PDI turbidity	NR2E3 ag-2	aDG glyco up	iPSC survival up	HIF-2a inh	CaV13 FRET inh	Peg3 promoter	Vif inh
CN(C)CC/C=C1\c2ccccc2COc2ccccc21	-2	0	2	-5	-22	-0.2	-2.5	-10	-5	-29	13
CCC(OC(=O)c1cc2sccc2n1C)C(=O)NCC1CCCO1 (stereo not given)	5	-6	7	2	12	-0.1	-0.7	-12	/	5	-2
C#CCN(C[C@@H](CC(C)C)NC(=O)OC(C)(C)C)S(=O)(=O)c1ccc(Br)cc1F	11	-3	/	-2	-28	0.2	7.3	9	-6	3	-13

Results, repeating the preview:
SMILES	TRPM1 prom inh	Exocytosis inh	NR2E3 ag-1	PDI turbidity	NR2E3 ag-2	aDG glyco up	iPSC survival up	HIF-2a inh	CaV13 FRET inh	Peg3 promoter	Vif inh
CN(C)CC/C=C1\c2ccccc2COc2ccccc21	-2	0	2	-5	-22	-0.2	-2.5	-10	-5	-29	13
CCC(OC(=O)c1cc2sccc2n1C)C(=O)NCC1CCCO1 (stereo not given)	5	-6	7	2	12	-0.1	-0.7	-12	/	5	-2
C#CCN(C[C@@H](CC(C)C)NC(=O)OC(C)(C)C)S(=O)(=O)c1ccc(Br)cc1F	11	-3	/	-2	-28	0.2	7.3	9	-6	3	-13
CC(=O)N1CCN(Cc2nc3cc(NC(=O)c4ccccc4)ccc3n2C)CC1	-11	0	2	8	-8	-0.4	-1.8	-54	0	-26	2
Nc1cc(N)nc(SCCOc2ccccc2)n1	-53	11	0	-11	-21	-0.1	-0.2	-181	/	-163	2
O=C(c1ccccc1)c1ccc(C(=O)N2CCOCC2)cc1	-3	11	0	-3	6	0.0	3.6	-8	/	-2	8
O=C(NCC(=O)N(c1ccc(F)cc1)C(C(=O)NC1CCCC1)c1cccnc1)c1cccs1 (stereo not given)	-1	0	1	1	-11	0.0	-0.7	7	-31	7	-3
CCc1ccc(N2CC(C(=O)N3CCN(c4ccc([N+](=O)[O-])cc4)CC3)CC2=O)cc1 (stereo not given)	/	10	/	-3	5	-0.2	2.0	24	-6	19	?
Cc1ccc(OCc2nnc(SCC(=O)O)n2N)cc1	1	0	4	1	14	0.0	-3.7	15	-8	0	9
O=C(CN(Cc1ccccc1F)C(=O)c1csnn1)NC1CCCCC1	-13	-6	1	-13	-9	-0.1	-0.4	57*	-3	4	6
COc1ccccc1NC(=O)c1oc2ccccc2c1NC(=O)C1CC1	-3	12	0	0	-43	0.5	0.7	-18	-7	-17	-7
CCOc1ccccc1NC(=O)c1ccc2c(c1)C(=O)N(C(C)(C)C)C2=O	7	-10	-1	7	10	0.0	-0.3	0	-5	2	1
CN(C(=O)COc1ccccc1)c1nnc(C23CC4CC(CC(C4)C2)C3)s1	/	2	-2	/	-1	-0.3	1.7	1	-6	-1	/
CCCC(=O)c1ccc(N2CCN(S(=O)(=O)c3ccccc3)CC2)c(F)c1	-6	3	-2	-5	0	0.4	2.1	7	/	11	-12
Cc1ccc(-c2cn(S(=O)(=O)c3cccc([N+](=O)[O-])c3)nc2N)cc1	8	28	0	-3	3	1.3	0.5	7	-3	8	8
CN(CC(=O)Nc1ccc(N2CCOCC2)cc1)C(=O)Cc1ccccc1	3	-1	3	7	-14	-0.1	-0.1	7	-4	-5	5
C(=C\c1ccccc1)/C=N/Nc1nc(N2CCCCC2)nc(N2CCCCC2)n1	-7	-2	2	-3	-8	-0.6	-2.9	1	-5	51*	18
OCCNc1ncnc2c1ncn2[C@H]1CN(Cc2ccco2)C[C@@H](CO)O1	/	4	/	-1	-3	-0.1	-1.4	8	-16	4	7
O=C(CCC(=O)NNC(=O)COc1ccccc1)NCc1ccccc1	3	-1	6	-5	0	0.0	3.0	-6	-4	1	-5
CC(NC(=O)c1ccc(NC(=O)CC2SC(N3CCCC3)=NC2=O)cc1)c1ccccc1 (stereo not given)	0	0	2	-8	-7	0.1	0.9	6	-7	1	4
CCOC(=O)c1nnn(-c2nonc2N)c1-c1cccc2ccccc12	-2	-1	1	-5	-17	0.2	2.1	18	-2	37	-10
CN1CCN(c2ccc(S(=O)(=O)N3CCCCC3)cc2NC(=O)Cc2ccccc2F)CC1	-10	1	-5	8	13	-0.2	-3.1	3	-16	2	-5
CCOC(=O)N1CCC(N2CCN(c3ccccc3)CC2)CC1	5	-4	4	10	-26	0.1	0.4	17	-3	27	3
CC(C)[C@H](NC(N)=O)C(=O)Nc1ccc(OCc2ccccc2)cc1	-1	0	2	-12	-26	-0.4	-0.7	-45	-5	-37	0
Cc1ccc(N(CC(=O)Nc2ccc3c(c2)OCCO3)S(=O)(=O)c2c(C)noc2C)cc1	-5	-1	0	5	-5	0.3	-0.8	10	/	-106	-12
SMILES	TRPM1 prom inh	Exocytosis inh	NR2E3 ag-1	PDI turbidity	NR2E3 ag-2	aDG glyco up	iPSC survival up	HIF-2a inh	CaV13 FRET inh	Peg3 promoter	Vif inh
CCN1CCN(c2ccc(S(=O)(=O)N3CCCCC3)cc2NC(=O)COc2ccc(Cl)c(C)c2)CC1	-16	20	2	-1	14	-0.2	-0.6	12	/	34	-9
CNC(=S)N1CCn2cccc2C1c1cc(OC)c(OC)c(OC)c1 (stereo not given)	-9	-1	1	-13	0	0.3	0.3	11	-6	8	5
O=C(Nc1ccc(F)cc1F)C1CC(=O)N(Cc2ccccc2)C1 (stereo not given)	1	-3	-3	-2	-27	0.0	-0.4	9	-2	-1	-3
CSc1ccc(C(=O)C2CCCN(C(=O)c3ccc4c(c3)OCO4)C2)cc1 (stereo not given)	0	8	3	-1	24	-0.2	-0.3	1	-5	-3	-4
COc1cccc(NC(=O)CSc2nc3c([nH]c4ccccc43)c(=O)n2C)c1	31	0	0	-15	10	-0.2	-3.0	51*	-4	59*	-3
COc1ccc(NC(=O)CCNC(=O)c2ccco2)cc1Cl	-13	-2	3	5	11	0.0	0.0	-23	-3	-9	-1
N#Cc1cc(-c2ccc(Cl)cc2)cnc1Sc1ccccc1	2	4	0	1	-2	0.0	-1.2	-72	-8	-30	/
CS(=O)(=O)c1ccccc1C(=O)Nc1ccc(-c2nc3ccccc3[nH]2)cc1	-64	-4	3	2	-45	-0.4	-0.1	-194	-2	-243	-10
C=CCNCCCCOc1ccccc1	-1	-2	-2	1	5	0.0	-1.2	12	-5	14	-2
COc1ccc(C(=O)Nc2nccs2)cc1OC	-31	0	-1	-3	-33	-0.1	1.6	-169	-4	-104	-9
CCN(CC)C(=O)Cn1cc(C(=O)C(=O)N2CCCc3ccccc32)c2ccccc21	4	-4	2	9	-33	-0.1	-0.2	6	1	0	7
O=S(=O)(NCc1cccnc1)c1cc(Cl)ccc1Cl	4	7	5	16	7	-0.1	2.3	-1	-7	11	27
COc1cc(CN2C[C@@H](CO)O[C@@H](n3cnc4c(NCc5ccc(F)cc5)ncnc43)C2)cc(OC)c1OC	/	15	/	-10	12	0.2	6.9	9	-5	7	1
CCOC(=O)c1ccc(NS(=O)(=O)N2CCCCCC2)cc1	-12	-1	0	4	-41	0.6	-1.3	-99	/	-63	-2
COc1ccc(NC(C)=O)cc1NS(=O)(=O)c1cn(C)c(=O)n(C)c1=O	/	5	2	/	-12	-0.2	-0.8	5	-7	0	-4
Cc1ccc(C)c(NC(=S)NCc2cccs2)c1	0	-2	0	-2	13	-0.1	1.2	3	-17	12	-14
CCOC(=O)CNc1ncnc2nc[nH]c12	/	6	3	-4	2	0.6	-0.3	9	-6	2	6
Nc1ccccc1-c1nnc(SCc2ccccc2Cl)[nH]c1=O	-11	3	0	-6	-8	0.1	-1.7	-204	-4	-69	-3
CC(=O)NNC(=O)CCn1nnc2ccccc21	0	-2	0	0	-31	0.5	2.8	15	-4	-22	-1
Cc1ccc(NC(=O)CSC2=C(C#N)C(c3ccc4c(c3)OCO4)C3=C(CCCC3=O)N2)c(C)c1 (stereo not given)	0	-5	1	-3	12	0.3	-1.8	14	-4	7	-19
COc1ccccc1CC(=O)N(CCC#N)CCC#N	11	-3	-2	16	14	0.1	0.5	8	-4	2	-1
CC(=O)c1cc(F)c(N2CCN(C(=O)COc3ccccc3F)CC2)cc1C	-5	3	0	-2	8	0.5	1.0	4	-3	18	-25
O=C(Nc1ccc2oc(-c3ccncc3)nc2c1)c1c(F)c(F)c(F)c(F)c1F	-4	0	2	3	-13	0.0	0.0	6	-5	0	/
CN(C(=O)c1cccc(NC(=O)Cc2cccc(NC(=O)C3CCCN(C(=O)C4CCCCC4)C3)c2)c1)C1CCC1 (stereo not given)	3	14	/	-3	-16	-0.1	-1.8	8	-5	-2	-15
CCc1nc2nc(C)c(NS(=O)(=O)c3ccc(CC(C)C)cc3)c(=O)n2[nH]1	-12	23	-2	-5	6	0.0	-0.1	5	-7	11	12
SMILES	TRPM1 prom inh	Exocytosis inh	NR2E3 ag-1	PDI turbidity	NR2E3 ag-2	aDG glyco up	iPSC survival up	HIF-2a inh	CaV13 FRET inh	Peg3 promoter	Vif inh
CC(C)c1ccc(C2CC(=O)c3cnc(NC(=O)c4ccco4)nc3C2)cc1 (stereo not given)	-55	-11	-2	-2	-23	0.2	-0.4	-174	-5	-170	-10
O=C(NCc1cccc(C(F)(F)F)c1)C1CCN(c2ncccn2)CC1	10	-2	3	-4	-2	0.5	0.2	13	-4	2	-13
O=C(NC1CCCCC1)C1(c2ccccc2)CC1(Cl)Cl (stereo not given)	10	9	-2	-10	-11	-0.1	-2.6	28	-7	24	5
CCOC(=O)C1CCN(C(=O)/C=C/c2ccccc2)CC1	-14	-3	6	0	-25	-0.1	-1.1	-121	-6	-193	0
Cc1ccc(S(=O)(=O)NCc2ccc(C(=O)N3CCN(c4ccccn4)CC3)cc2)cc1	1	-1	1	-3	5	0.4	0.9	7	-4	25	-3
C(=N\n1cnnc1)/c1ccc(OC2CSC2)cc1	4	0	-2	-3	8	0.2	3.9	1	-9	-14	-8
Cc1cc(C)cc(N(C(=O)c2sc(C)nc2C)C(C(=O)NCc2ccco2)c2ccccc2)c1 (stereo not given)	6	2	6	8	-16	-0.1	-0.6	0	-9	14	-7
CC(C)Nc1nc(Cl)nc(NCCOc2ccccc2)n1	-11	0	3	-3	-21	1.3	1.9	-109	-5	-121	-3
CCN1CCN(C(=O)c2ccc3c(c2)S(=O)(=O)c2ccccc2C3=O)CC1	-5	9	5	2	-8	-0.2	0.6	4	-5	17	0
CC(C)c1ccc(OCC(=O)N2CCc3ccccc3C2)cc1	10	2	3	0	-5	-0.1	-0.1	-114	-5	-55	-3
CC(NC(=O)c1c(N)[nH]c(C(=O)c2ccccc2)c1-c1ccccc1Br)c1cccc2ccccc12 (stereo not given)	/	12	/	/	-4	-0.1	0.7	-146	-5	/	/
O=C1c2ccccc2C(=O)N1CCSc1nc2ccccc2c(=O)n1CCCN1CCOCC1	-3	3	3	2	7	-0.2	3.0	-3	-3	8	-7
Cc1cccc(NC(=O)CNC(=O)CN2C(=O)NC3(CCc4ccccc43)C2=O)c1C (stereo not given)	14	0	/	-6	33	0.3	0.1	0	-6	14	-10
